LAP4-GFP MLPCN: yeast TOR pathway LAP4-GFP modulation; S. cerevisiae LAP4-GFP multiplex, flow cytometry GFP, 3 h; median GFP as percent of DMSO wells; GFP response vs DMSO, % at 10 µM; actives 0.34% (n = 320,000); AID 2023;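 active = GFP response vs DMSO above a set limit, about the screen mean plus 3 SD, cut at about 150% in these data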
MEP2-GFP yeast: modulators of TOR pathway MEP2-GFP in S. cerevisiae; actives 0.51% (n = 330,000); AID 2016; S. cerevisiae MEP2-GFP strain, flow cytometry GFP, 3 h; 100% = DMSO control level; GFP response vs DMSO, % at 10 µM;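 active = GFP response versus DMSO above a set limit, roughly screen mean plus 3 SD, cut at about 180% in these data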;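 note: median GFP fluorescence of the barcode-gated MEP2-GFP cells per well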
VLA-4 inh: inhibition in a human VLA-4 binding assay; inhibition, % (about 7 µM as worked out from the volumes in the protocol); P13612; VLA-4 expressing cells, ligand binding flow cytometry; actives 0.2% (n = 330,000); AID 2557; in the data active = inhibition above about 50%
AGP1-GFP MLPCN: yeast TOR pathway AGP1-GFP modulation | actives 0.02% (n = 320,000) | S. cerevisiae AGP1-GFP multiplex flow cytometry, 3 h; GFP as percent of DMSO wells | AID 2066 | GFP response vs DMSO, % at 10 µM;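 active = GFP response relative to DMSO above a set limit, near screen average plus 3 SD, cut at about 150% in these data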;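 note: median GFP channel fluorescence of the gated AGP1 strain per well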
CR mimetic SO: lowers age-related superoxide in aged yeast cells | superoxide response (% of plate mean), % at 10 µM | actives 0.18% (n = 330,000) | AID 2690 | S. cerevisiae aged cells, superoxide DHE fluorescence; stronger effect = lower value;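 active = superoxide response under a set limit, about three screen SD below normal, cut at about 65% in these data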;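 note: yeast aged for seven days with compound at 30 °C before DHE staining; 100% = average MFI of all compound-treated wells on the plate with controls excluded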
GRK2 aptamer HTS: human GRK2 inhibition via aptamer displacement; P25098; bead flow cytometry, FAM-aptamer displacement from GRK2; inhibition of aptamer binding, % at 10 µM; actives 0.59% (n = 330,000);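 active = inhibition of aptamer binding above 40%, roughly 3 SD of noise, on plates passing a quality check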;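 note: median bead fluorescence of bound FAM aptamer so fluorescent compounds give negative values; no value below 0 was filed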
Target sequence (P25098 whole entry, looked up): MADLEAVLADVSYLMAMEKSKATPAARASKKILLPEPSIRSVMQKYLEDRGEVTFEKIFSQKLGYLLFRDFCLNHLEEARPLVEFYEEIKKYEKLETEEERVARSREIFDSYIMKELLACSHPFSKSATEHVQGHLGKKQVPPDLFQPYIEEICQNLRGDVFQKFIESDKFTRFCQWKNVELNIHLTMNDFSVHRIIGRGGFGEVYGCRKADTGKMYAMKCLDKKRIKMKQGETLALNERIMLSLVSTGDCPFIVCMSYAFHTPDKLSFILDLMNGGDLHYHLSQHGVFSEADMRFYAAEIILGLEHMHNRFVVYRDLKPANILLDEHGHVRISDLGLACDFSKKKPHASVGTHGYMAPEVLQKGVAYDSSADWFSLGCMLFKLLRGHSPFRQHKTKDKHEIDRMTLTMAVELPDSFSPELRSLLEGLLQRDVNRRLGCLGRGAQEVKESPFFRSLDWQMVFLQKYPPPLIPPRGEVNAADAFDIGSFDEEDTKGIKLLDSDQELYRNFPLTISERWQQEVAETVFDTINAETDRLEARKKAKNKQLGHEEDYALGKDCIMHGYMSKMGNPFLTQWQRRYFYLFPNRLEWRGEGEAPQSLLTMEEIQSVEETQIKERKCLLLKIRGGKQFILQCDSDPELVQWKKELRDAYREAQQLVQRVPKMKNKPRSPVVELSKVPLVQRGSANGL
RPL19A TOR yeast: modulators of TOR pathway RPL19A-GFP in S. cerevisiae; actives 0.3% (n = 330,000); percent response vs DMSO, % at 10 µM; S. cerevisiae RPL19A-GFP strain, flow cytometry, 3 h; stronger effect = lower value;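 active = percent response vs DMSO below 50%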;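 note: median channel GFP fluorescence of the barcoded RPL19A-GFP strain; ratio of sample median GFP to plate DMSO average so 100% = DMSO; lower means less RPL19A-GFP as with rapamycin TOR inhibition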
CIT2 TOR yeast: yeast TOR pathway CIT2-GFP modulation; S. cerevisiae CIT2-GFP strain, flow cytometry, 3 h; 100 means same as DMSO wells; GFP response vs DMSO, % at 10 µM; actives 0.065% (n = 320,000);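 active = GFP response relative to DMSO above a set limit, near the screen mean plus 3 SD, cut at about 150% in these data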;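 note: ratio of well median GFP fluorescence to mean of DMSO wells on the plate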
Numbers without * were called inactive; . = no result given.

SMILES	LAP4-GFP MLPCN	MEP2-GFP yeast	VLA-4 inh	AGP1-GFP MLPCN	CR mimetic SO	GRK2 aptamer HTS	RPL19A TOR yeast	CIT2 TOR yeast
CNC(=S)N/N=C/c1ccc(-c2ccc(C(=O)O)cc2)o1	101.8	120.0	0.0	76.2	77.4	18.0	79.0	83.9
O=C(CNS(=O)(=O)c1cccc2nsnc12)NCc1ccc(Cl)cc1	99.2	101.8	4.5	102.2	90.5	1.0	99.4	96.4
CCOc1cccc(C(=O)Nc2cccc(-c3nnc(-c4ccc(C)cc4)o3)c2)c1	93.8	100.8	-54.9	96.9	92.4	0.0	100.4	97.0
CCOc1cc(N2CCOCC2)c(OCC)cc1NC(=O)CC12CC3CC(CC(C3)C1)C2	104.6	109.6	-4.2	96.6	96.4	1.0	101.5	84.0
O=C(CNC(=O)c1cccs1)c1ccc(Cl)cc1	88.7	95.1	6.7	93.7	107.5	0.0	99.0	91.1
Cc1cccc(NC(=O)Cc2cccs2)n1	101.9	101.2	12.5	101.2	109.9	3.0	102.8	108.6
O=C(NC(=S)Nc1ccccc1)c1csnn1	97.8	102.1	15.7	94.6	90.3	1.0	105.0	98.8
Cc1cccc(OCC(=O)Nc2nnc(S(=O)(=O)N3CCC(C)CC3)s2)c1	109.8	98.7	-7.1	111.9	87.1	0.0	105.1	108.9
CC(C)OC(=O)c1cn(-c2ccccc2)nc1-c1ccco1	111.8	111.4	-8.5	115.5	83.1	4.0	108.1	99.6
Cc1c(C#N)c(O)[nH]c(=O)c1N=Nc1ccc(Br)cc1C(=O)O	105.7	115.5	-11.8	113.5	103.8	3.0	101.0	101.3
COc1ccc(-c2[nH]nc3oc(=O)cc(C)c23)cc1	98.8	109.9	-4.4	100.8	81.8	4.0	94.5	.
CCc1nn(CC(=O)NCCCN2CCOCC2)c(=O)c2cc3sccc3n12	102.9	105.5	4.9	105.1	122.7	2.0	104.8	101.7
CCc1nccn1S(=O)(=O)c1ccc2ccc(C)cc2c1	96.5	104.9	-6.8	107.0	119.9	4.0	101.2	100.8
O=C1c2cccc3cccc(c23)C(=O)N1c1nccs1	84.1	95.5	-1.7	91.3	97.0	2.0	89.3	94.5
CCOC(=O)c1c(C)[nH]c(C)c1S(=O)(=O)NC(CC)CN1CCOCC1 (stereo not drawn)	95.3	87.6	13.5	104.1	81.1	0.0	96.5	99.8
CCCCn1c(SCC(=O)NCc2ccco2)nc2cc(S(N)(=O)=O)ccc21	99.1	103.2	12.1	110.9	110.0	0.0	103.6	104.8
CCCCn1c(SCC(=O)N2CCOCC2)nc2ccccc2c1=O	96.0	103.8	-0.6	100.9	102.0	1.0	98.3	101.4
COc1ccccc1OCC(=O)Nc1ccc(Cl)cc1	91.2	98.5	-8.9	87.8	98.9	0.0	98.5	86.8
CCCOc1ccc(C(=O)CCC(=O)Nc2ccc(N3CCN(C)CC3)cc2)cc1	106.3	104.7	16.1	99.9	96.2	0.0	98.8	98.2
Cc1ccc(Cn2ncc3c(N4CCN(C5CCCC5)CC4)ncnc32)cc1	93.8	93.1	10.8	93.4	106.2	1.0	89.1	88.0
CC(CNC(=O)COc1ccccc1)OC(=O)Nc1cccc(Cl)c1 (stereo not drawn)	101.1	102.7	-0.3	106.4	104.1	2.0	102.3	102.0
Cc1ccccc1/C(N)=N/OC(=O)/C=C/c1ccccc1	110.4	101.0	18.4	93.2	88.5	1.0	100.5	111.7
CCn1c(=O)cc(OCC(=O)NCc2ccco2)c2ccccc21	98.8	102.6	6.1	105.3	100.6	0.0	101.8	84.5
O=C(NC1CC2CCC1C2)c1ccc(CN2CCOCC2)cc1 (stereo not drawn)	97.1	100.3	14.1	96.4	107.6	0.0	98.4	96.8
Cc1cc(C)cc(N(CC(=O)Nc2cccc(C)n2)S(=O)(=O)c2c(C)noc2C)c1	104.2	101.0	37.0	98.9	101.0	0.0	98.8	93.8
O=C(Nc1ccc(Cl)cc1)[C@@H]1[C@@H]2C(=O)N(c3ccc(Cl)cc3Cl)C(=O)[C@@H]2[C@H]2C=CC=NN21	106.4	105.1	-53.0	100.9	113.2	0.0	101.0	107.0
CC(C)CCNC(=O)Cc1csc(-c2ccccc2)n1	111.5	103.3	10.6	102.3	101.4	1.0	97.8	93.7
Cc1nn2c(N3CCN(CCO)CC3)c3c(nc2c1-c1ccccc1)CCCC3	109.5	101.7	33.4	109.9	92.8	0.0	99.4	99.6
CC(C)NC(=O)Cn1cc(C(=O)C2CC2)c2ccccc21	98.4	100.7	1.2	99.6	96.4	0.0	100.8	98.9
Fc1ccc(C(c2ccc(F)cc2)N2CCN(C/C=C/c3ccccc3)CC2)cc1	123.4	94.2	16.3	87.1	79.4	2.0	98.7	89.4
NC(=O)CN1C(=O)C2C3C=CC(C3)C2C1=O (stereo not drawn)	92.6	94.3	23.6	93.1	93.3	0.0	97.1	97.5
O=C(O)c1cc([N+](=O)[O-])ccc1Nc1ccccc1	100.9	104.9	-0.9	101.6	104.7	0.0	103.0	102.4
Nc1ccccc1-c1nc2ccccc2[nH]c1=O	107.3	112.2	-11.1	99.5	109.0	1.0	101.1	104.9
COCc1cc(CN(C)C(=O)c2oc3c(F)cccc3c2C)[nH]n1	109.9	100.2	4.1	96.7	101.6	1.0	94.2	96.2
c1ccc(C2CC(c3ccccc3)n3c(nc4ccccc43)N2)cc1 (stereo not drawn)	82.7	94.0	10.7	93.0	101.8	12.0	102.7	95.7
COc1ccc(OCC(O)CNC(C)c2ccccc2)cc1 (stereo not drawn)	94.1	106.1	-0.1	98.5	82.6	3.0	99.8	101.6
Cc1ccc(NC(=O)COC(=O)C2=NN(c3ccccc3)C(=O)CC2)c(Br)c1	100.1	100.7	9.3	98.1	87.5	2.0	95.2	96.7
COc1cc(C(CCN2CCCC2)c2c(OC)cc(OC)c3ccc(=O)oc23)cc(OC)c1OC (stereo not drawn)	93.0	95.7	44.3	102.9	98.2	2.0	96.4	101.0
COc1cc(-c2nc(S(=O)(=O)c3ccc(Cl)cc3)c(N(C)C)o2)cc(OC)c1OC	98.4	104.1	18.9	107.8	90.9	0.0	106.0	102.4
CSc1cccc(NC(=O)CC(C)n2ccnc2)c1 (stereo not drawn)	97.9	117.0	11.6	96.3	96.9	1.0	102.2	105.1
CCCCOc1ccc(-c2nnn(CC(=O)c3c[nH]c4ccccc34)n2)cc1	90.3	96.6	4.9	95.7	104.9	0.0	93.6	104.4
O=C(Nc1cccc2c1CCCC2)c1ccc(F)cc1	103.3	91.2	-2.3	103.5	93.2	0.0	93.7	97.3
CC(=O)NNc1cc(C)nc(NS(=O)(=O)c2ccc(C)cc2)n1	98.7	107.2	1.5	97.2	102.9	2.0	104.8	99.9
COC(=O)C(Cc1cnc(Cl)s1)(C(=O)OC)c1ccc([N+](=O)[O-])cc1[N+](=O)[O-]	85.2	83.1	0.1	.	91.9	7.0	93.5	97.3
CC(C)c1nnc(NC(=O)C2CCN(c3cnccn3)CC2)s1	110.2	101.0	9.3	.	97.3	0.0	101.2	101.4
S=C(NCC1CCCO1)N1CCc2ccccc2C1 (stereo not drawn)	96.3	97.3	4.0	96.1	94.5	0.0	100.3	96.4
CCc1c(C)nc2c(C#N)c[nH]n2c1=O	105.3	112.4	20.6	106.2	110.4	0.0	102.9	98.4
CC(C)(CNC(=O)CO/N=C1/C=C2CCC3C(C(O)C[C@@]4(C)C3CC[C@]4(O)C(=O)CO)[C@@]2(C)CC1)C(O)C(=O)O (stereo partly drawn)	90.1	120.5	6.6	89.5	119.2	0.0	99.1	102.1
CCOC(=O)N1CCN(Cc2c(NC(=O)c3ccco3)sc(C)c2C)CC1	105.3	94.4	2.6	101.7	86.8	1.0	97.1	99.2
COc1ccccc1S(=O)Cc1ccc(C(=O)NC2CCCC2)o1 (stereo not drawn)	98.2	106.9	14.5	103.8	95.8	1.0	101.2	100.2
Cc1cc(C)n(CC(=O)N/N=C/c2cc([N+](=O)[O-])ccc2O)n1	114.8	91.3	3.5	86.8	87.2	1.0	99.1	68.5
Cc1cc(C)cc(NC(=O)CCOc2ccccc2)c1	108.5	99.7	8.7	97.3	93.0	9.0	99.0	95.1
Cc1oc(-c2cc(F)cc(F)c2)nc1CN1CCN(C(=O)c2ccco2)CC1	80.7	96.8	0.1	88.2	113.0	4.0	106.1	92.7
CCn1c(SCC(=O)Nc2ccccc2OC)nc(O)cc1=O	112.2	98.4	5.4	112.9	98.6	0.0	97.9	99.0
CCOc1ccc(C(C)=O)cc1CN1C(=O)NC2(CCCCCCC2)C1=O	95.5	96.7	-4.2	99.7	103.8	0.0	97.4	111.3
CC(C)c1ccc(C(=O)N(c2ccccn2)C(C)c2ccco2)cc1 (stereo not drawn)	88.0	92.6	-2.5	98.4	99.9	4.0	98.7	97.6
Cc1oc(-c2ccccc2Cl)nc1CS(=O)CC(=O)NCc1ccccc1Cl (stereo not drawn)	94.5	97.3	2.1	89.8	112.1	3.0	92.3	95.2
CC(=O)N1CCN(c2ccc(Oc3nnnn3-c3ccccc3)cc2)CC1	101.0	101.4	8.5	96.0	104.4	0.0	97.7	100.8
CCc1ccc(NS(=O)(=O)c2cccc3nonc23)cc1	98.1	97.0	8.0	88.1	118.7	2.0	95.7	82.2
O=C(Nc1ccc2c(c1)OCO2)NC1CCN(Cc2ccccc2)CC1	100.5	102.4	-5.5	101.0	80.6	1.0	99.5	102.7
Next structures.
SMILES	LAP4-GFP MLPCN	MEP2-GFP yeast	VLA-4 inh	AGP1-GFP MLPCN	CR mimetic SO	GRK2 aptamer HTS	RPL19A TOR yeast	CIT2 TOR yeast
O=c1[nH]c2ccccc2cc1-c1nnn(-c2ccc(F)cc2)n1	124.6	94.2	-14.0	87.1	103.2	1.0	102.7	103.0
Cc1cccc(Nc2nc(NCc3ccco3)nc(N)c2[N+](=O)[O-])c1	.	101.8	11.3	.	88.2	3.0	98.1	.
Cc1nc2sc3c(c2c(=O)n1/N=C/c1cccnc1)CCCC3	102.7	103.3	11.5	99.9	92.7	1.0	107.3	99.8
N#Cc1ccccc1OCCN1C(=O)c2ccccc2C1=O	103.9	100.1	6.3	.	102.2	0.0	102.0	98.2
O=C(Cn1ccc2ccccc2c1=O)NCCC(=O)Nc1ccc2c(c1)OCCO2	103.7	102.5	5.1	106.8	114.2	0.0	104.1	100.5
Cc1ccc2nsnc2c1NC(=O)c1cncc(Br)c1	102.1	99.8	2.6	98.5	92.2	0.0	99.1	100.7
O=C(NCC1CCCO1)c1cc([N+](=O)[O-])ccc1Cl (stereo not drawn)	101.4	95.4	15.3	100.9	92.6	1.0	96.9	101.1
Cc1ccc(SCC(=O)Nc2cccc(-c3nnc(-c4ccco4)o3)c2)cc1	108.0	108.7	-0.6	108.5	147.5	1.0	106.8	110.4

Single records, from the list above. Order of screens: LAP4-GFP MLPCN	MEP2-GFP yeast	VLA-4 inh	AGP1-GFP MLPCN	CR mimetic SO	GRK2 aptamer HTS	RPL19A TOR yeast	CIT2 TOR yeast
CC(=O)N1CCN(c2ccc(Oc3nnnn3-c3ccccc3)cc2)CC1 in the list: 101.0	101.4	8.5	96.0	104.4	0.0	97.7	100.8
Cc1ccc(Cn2ncc3c(N4CCN(C5CCCC5)CC4)ncnc32)cc1 in the list: 93.8	93.1	10.8	93.4	106.2	1.0	89.1	88.0
O=C(CNS(=O)(=O)c1cccc2nsnc12)NCc1ccc(Cl)cc1 in the list: 99.2	101.8	4.5	102.2	90.5	1.0	99.4	96.4
Cc1cc(C)cc(N(CC(=O)Nc2cccc(C)n2)S(=O)(=O)c2c(C)noc2C)c1 in the list: 104.2	101.0	37.0	98.9	101.0	0.0	98.8	93.8
COc1ccccc1OCC(=O)Nc1ccc(Cl)cc1 in the list: 91.2	98.5	-8.9	87.8	98.9	0.0	98.5	86.8

High-throughput results deposited in PubChem BioAssay by NMMLSC.
